H9c2 TAG inh – inhibitors of triacylglycerol accumulation, primary screen, cell-based, uHTS, fluorescence, H9c2. H9c2 cells, Nile Red lipid (TAG) fluorescence; cells loaded with 200 µM oleic acid. inhibition, % at 12.5 µM. 230,000 compounds, 0.66% hits;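 active = pattern-corrected inhibition of lipid staining of at least 50% with the nuclear-stain viability signal not falling by more than 50%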;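 also: 0% = DMSO wells and 100% = triacsin C control wells; some results filed as inactive read as strong as hits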
H9c2 TAG inh DAPI viability – recorded beside H9c2 TAG inh, whose call it bears; DAPI nuclei signal change (viability), lower = more cytotoxic, %;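 whole-well DAPI fluorescence read on a plate reader as a viability signal; minus 50 percent equals half of cells still viable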
An asterisk follows results filed as active; i = inactive.

SMILES	H9c2 TAG inh	H9c2 TAG inh DAPI viability
CCOC(=O)C1(Cc2ccc(OC)cc2)CCN(C(=O)Cn2cnnn2)CC1	-12	0
CCN1C(=O)[C@@H]2[C@@H](c3ccc(SC4CCCCC4)c(OC)c3)N3CCC[C@@]3(C(=O)OC)[C@@H]2C1=O	33	31
CCOC(=O)c1ccccc1NC(=O)COC	7	2
Cc1ccc2c(c1)C=CC(C#N)N2C(=O)Oc1ccccc1 (stereo not drawn)	-13	-4
N#Cc1ccc(OCc2noc(-c3ccsc3)n2)cc1	4	-5
O=C(CN1C(=O)NC2(CCCCC2)C1=O)Nc1cc(C(F)(F)F)ccc1N1CCOCC1	-4	4
Cc1cc(C)c(C(N)=O)c(SCC(=O)c2cc(C)n(-c3cc(C)on3)c2C)n1	-16	0
Cc1ccccc1COCCN1CCN(S(=O)(=O)c2ccccc2)CCC1=O	-1	0
Cn1c(=O)cc(C(=O)N/N=C/c2ccc(Cl)cc2)[nH]c1=O	3	-4
Cc1nnc(NC(=O)C2CCN(S(=O)(=O)c3ccc(F)c(Cl)c3)CC2)o1	0	1

The last four records of the section before open the next one.
SMILES	H9c2 TAG inh	H9c2 TAG inh DAPI viability
Cc1cc(C)c(C(N)=O)c(SCC(=O)c2cc(C)n(-c3cc(C)on3)c2C)n1	-16	0
Cc1ccccc1COCCN1CCN(S(=O)(=O)c2ccccc2)CCC1=O	-1	0
Cn1c(=O)cc(C(=O)N/N=C/c2ccc(Cl)cc2)[nH]c1=O	3	-4
Cc1nnc(NC(=O)C2CCN(S(=O)(=O)c3ccc(F)c(Cl)c3)CC2)o1	0	1
COc1ccc(OC)c(NC(=O)CSC2=C(C#N)C(c3ccco3)C3=C(CCCC3=O)N2)c1 (stereo not drawn)	-18	-2
CN(C)C(CNC(=O)C1CC(=O)N(Cc2ccccc2)C1)c1ccccc1 (stereo not drawn)	5	-7
CCCC[C@@]1(C2CCCC2)Cc2cc(OCC(=O)O)c(Cl)c(Cl)c2C1=O	-8	-1
COCCCNC(=O)CC(NS(=O)(=O)c1ccc(OC)cc1)c1ccc(OC)cc1 (stereo not drawn)	4	-3
CC(NCc1ccccc1O)c1ccccc1 (stereo not drawn)	5	0
O=S(Cc1ccccc1)c1ccccc1 (stereo not drawn)	0	6
COc1ccc(-c2ccc(CN3C(C(C)C)C(=O)N(Cc4cn(Cc5ccco5)nn4)CCS3(=O)=O)cc2)cc1OC (stereo not drawn)	0	5
O=C(NCc1ccco1)c1ccc(OCC2CCCO2)cc1 (stereo not drawn)	4	-2
CCOC(=O)c1ccc(NC(=O)CSc2nnc(CC)o2)cc1	6	-4
COc1ccc(C(=O)NCC(c2ccco2)N2CCCC2)cc1S(=O)(=O)N1CCCCC1C (stereo not drawn)	2	-13
CCn1c(SCc2nc3ccccc3s2)nc2cc(S(=O)(=O)N3CCOCC3)ccc21	8	1
CCCCc1ccc(NC(=O)Nc2cccnc2)cc1	-14	0
CCN(CC)CCCN1C=C2C(=O)C(C)(OC(=O)C3CCCC3)C(=O)C(c3ccccc3)=C2C=C1CCCC(=O)OC (stereo not drawn)	-8	0
CCc1cc2c(=O)c(-c3nc4ccccc4[nH]3)coc2cc1OC(=O)N1CCOCC1	16	-13
CCS(=O)(=O)Nc1ccc(C2=NN(C(=O)c3ccco3)C(c3cccs3)C2)cc1 (stereo not drawn)	-16	9
C#CCOCC1CN(c2ccccc2)C(=O)O1 (stereo not drawn)	-5	5
Cn1c(N)c(S(=O)(=O)N2CCN(c3cccc(Cl)c3)CC2)c(=O)n(C)c1=O	7	1
Cc1nn(CC(=O)N/N=C/c2ccc(F)cc2)c(C)c1[N+](=O)[O-]	5	-4
Cn1c(CNC(=O)OC(C)(C)C)nnc1SCc1c(Cl)cccc1Cl	-3	-4
CNC(=O)C(=O)NCCCN1CCOCC1	-19	-9
Cc1ccc(CNC(=O)C2CCN(S(=O)(=O)N3CCCCC3)CC2)cc1	-6	4
O=C(Nc1ccc(F)c(Cl)c1)c1ccccc1	-16	4
COc1ccc(CN(C)C(=O)c2cnc(OC)cc2C(F)(F)F)c(OC)c1	-8	-3
COC(=O)Nc1ccc2ccc3c(NC(=O)OC)ccc4ccc1c2c43	10	13
C/C(=N\NC(=O)c1cccc(S(=O)(=O)N2CCOCC2)c1)c1ccco1	0	8
C=CCc1ccccc1OCC(=O)O	-20	13
Cc1cccc(NC(=O)c2ccc3ccccc3n2)n1	-27	2
Oc1cccc2ccc(/C=C/c3ccc(Br)s3)nc12	8	-9
N/C(CS(=O)(=O)c1ccc(F)cc1)=N\O	-1	-6
COc1cccc(/C=C2\SC(=S)N(C(Cc3ccccc3)C(=O)O)C2=O)c1 (stereo not drawn)	-5	-2
Cc1noc(C)c1S(=O)(=O)N1CCCC(C(=O)NCCc2ccccc2)C1 (stereo not drawn)	3	7
C=CCOc1c(CCC)cc(CCC)cc1C(N)=O	11	-11
Cc1cc(C)c(NC(=O)COC(=O)c2cc([N+](=O)[O-])ccc2N2CCOCC2)c(C)c1	-19	-20
COc1ccc(NC(=O)CSc2nnc(-c3cccs3)n2N)cc1S(N)(=O)=O	-2	7
COc1ccccc1NC(=O)COC(=O)c1cnc(C)cn1	0	4
Cn1c(SCC(=O)NC2CC2)nnc1-c1ccco1	-12	-2
COCc1cc(=O)n2[nH]c(N)nc2n1	-3	3
Cc1ccc(N2N=C(c3ccc(F)cc3)CC2c2ccco2)cc1 (stereo not drawn)	-7	i
Cc1cccc(CN2CCCC(C(=O)Nc3ccccc3Oc3cccnc3)C2)c1 (stereo not drawn)	0	3
O=C(CSc1ccc(Cl)cc1)Nn1cnnc1	-40	9
CC1=C(C(=O)N2CCOCC2)CC(CC(=O)NCC2CCCCC2)C(=O)N1CCCN1CCCC1=O (stereo not drawn)	4	5
COc1ccc(CNC(=O)c2ccc[nH]2)cc1	-3	8
COCCn1cnnc1SCC(=O)Nc1ccc(N2CCCCC2)cc1	-6	5
CCN(CC(=O)Nc1ccc(NC(C)=O)cc1)C(=O)c1ccc(=O)[nH]c1	-9	5
Cc1cc(F)ccc1-c1cc(C(=O)Nc2ccccc2)[nH]n1	-13	7
Cc1cc(C)c(S(=O)(=O)N2CCN(C(=O)c3ccc(-n4nc(C)c(Cl)c4C)cc3)CC2)c(C)c1	-2	-6
Cc1ccc(Sc2ncccc2N)cc1	-6	-3
CCOc1ccc(/C=C(/C#N)c2nnc(N3CCOCC3)n2-c2ccccc2)cc1OC	7	1
CC(C)(C)OC(=O)N1CCOCCOCCNCCOCCOCC1	-1	5
CCOc1ccc(C2=Nc3ccccc3C(c3ccc(N4CCOCC4)cc3)=NN2)cc1	73*	-1.0*
(next part)
SMILES	H9c2 TAG inh	H9c2 TAG inh DAPI viability
CCn1c(C(Cc2ccccc2)NC(=O)COC)nc2ccccc21 (stereo not drawn)	-6	2
CCn1c2ccccc2c2cc(NC(=O)C(C)OC(=O)c3ccc(NC(=O)CC#N)cc3)ccc21 (stereo not drawn)	18	-1
O=C(COC(=O)c1cncc(Br)c1)Nc1ccc(N2CCCCC2)cc1	-5	-5
COC(=O)C1CCCN1S(=O)(=O)c1ccc([N+](=O)[O-])cc1 (stereo not drawn)	0	-5
O=C(COC(=O)Cc1cccc(C(F)(F)F)c1)Nc1ccc2[nH]c(=O)[nH]c2c1	4	0
O=C(c1cccs1)N1CCN(C(=O)C(c2ccccc2)c2ccccc2)CC1	8	-13
COC(=O)c1cccc(NC(=O)NC(=O)c2ccccc2Cl)c1	-9	-4
CCc1nc2ccc(C(=O)Nc3ccc4c(c3)OCC(=O)N4)cn2c1N(CC)Cc1cccc(Br)c1	26	18
O=C(Nc1sc(-c2ccccc2)cc1C(=O)O)c1ccccc1	-15	8
COC(=O)C(Cc1ccccc1)NC(=O)c1cccc(S(=O)(=O)N(C)C)c1 (stereo not drawn)	-6	-8
Cc1ccc(S(=O)(=O)N2CCOCC2)cc1C(=O)NC(C)CCc1ccccc1 (stereo not drawn)	7	-3
Cc1ccc(-c2nc(SCC(=O)N(C)c3c(N)n(Cc4ccccc4)c(=O)[nH]c3=O)n[nH]2)cc1	-7	4
NC(=O)C1CCN(c2nc(-c3ccc(F)cc3)cs2)CC1	1	-1
O=c1[nH]c(N2CCOCC2)cc2ccccc12	10	0
CCN1C[C@@H]2[C@@H]3C(=O)N(Cc4ccccc4)C(=O)[C@@H]3[C@](C)(C1=O)N2C(=O)c1ccc(Br)cc1	11	0
Cc1ccc(S(=O)(=O)N2CCCCC2)cc1NC(=O)C1CC1	-9	-10
Cc1onc(-c2ccccc2)c1C(=O)Nc1ccc(S(=O)(=O)NC2=NCCCCC2)cc1	-2	10
CCCC(=O)N1c2ccccc2[C@@H](N(C(C)=O)c2ccccc2)C[C@H]1C	-1	-9
O=C(COC(=O)c1ccc([N+](=O)[O-])cc1Cl)Nc1cccnc1Cl	2	4
CCCCNS(=O)(=O)c1cccc(S(=O)(=O)N2CCCC2)c1	7	-4
O=[N+]([O-])c1ccc(COc2ccc(CN3CCCCC3)cc2)cc1	2	6
C[C@H](CO)N1C[C@H](C)[C@H](CN(C)S(=O)(=O)c2cccc(F)c2)OCc2ccccc2-c2c(n(C)c3ccccc23)C1=O	11	0
Cc1ccc(-c2cn(C[C@H]3CC[C@@H]([C@@H]4CC[C@H](Cn5cc(-c6ccc(C)cc6)nn5)O4)O3)nn2)cc1	8	-9
COc1cccc(C2C(C#N)=C(N)OC3=C2C(=O)CCC3)c1OC(=O)c1ccco1 (stereo not drawn)	-12	-3
O=S(=O)(NCc1ccccc1)c1ccc(Cl)cc1	-30	23
C=CCOc1cccc(/C=C2\C(=O)N(Cc3ccc(C)cc3)C(C)=C2C(=O)OC)c1	-36	-6
Cc1cc(C)nc(SCC(=O)c2ccc(O)c(O)c2)n1	12	-8
COc1ccccc1CNc1ncnc2c1cnn2-c1ccccc1	8	5
CCOC(=O)N1CCC(=NNC(=O)COc2cccc(C)c2)CC1	9	2
Cc1ccccc1CNC(=O)c1csc([C@H]2C[C@H](O)[C@@H](CO)O2)n1	-8	4

Among those listed so far, these contain an aryl thioether with sulfur outside any ring:
SMILES	H9c2 TAG inh	H9c2 TAG inh DAPI viability
CCN1C(=O)[C@@H]2[C@@H](c3ccc(SC4CCCCC4)c(OC)c3)N3CCC[C@@]3(C(=O)OC)[C@@H]2C1=O	33	31
Cc1cc(C)c(C(N)=O)c(SCC(=O)c2cc(C)n(-c3cc(C)on3)c2C)n1	-16	0
CCOC(=O)c1ccc(NC(=O)CSc2nnc(CC)o2)cc1	6	-4
CCn1c(SCc2nc3ccccc3s2)nc2cc(S(=O)(=O)N3CCOCC3)ccc21	8	1
Cn1c(CNC(=O)OC(C)(C)C)nnc1SCc1c(Cl)cccc1Cl	-3	-4
COc1ccc(NC(=O)CSc2nnc(-c3cccs3)n2N)cc1S(N)(=O)=O	-2	7
Cn1c(SCC(=O)NC2CC2)nnc1-c1ccco1	-12	-2
O=C(CSc1ccc(Cl)cc1)Nn1cnnc1	-40	9
COCCn1cnnc1SCC(=O)Nc1ccc(N2CCCCC2)cc1	-6	5
Cc1ccc(Sc2ncccc2N)cc1	-6	-3
Cc1ccc(-c2nc(SCC(=O)N(C)c3c(N)n(Cc4ccccc4)c(=O)[nH]c3=O)n[nH]2)cc1	-7	4
Cc1cc(C)nc(SCC(=O)c2ccc(O)c(O)c2)n1	12	-8

The results go on.
SMILES	H9c2 TAG inh	H9c2 TAG inh DAPI viability
COc1cc(NC(=O)c2ccc(F)cc2)c(OC)cc1Cl	-18	1
CCC(=O)Nc1cccc(C2=NOC3(C2)C[C@@H](C(N)=O)N(C(=O)CC)C3)c1 (stereo partly drawn)	-5	-2
Cc1noc(C)c1COc1ccc(C(=O)N2CCC(C(N)=O)CC2)cc1	-4	-13
CN(C)c1nc(N)c2nccnc2n1	5	-5
CN(C)c1c(F)cc(C(=O)NC(=O)NCc2cccnc2)cc1F	11	-5
O=S(=O)(NC1=NCCC1)c1cccc(NS(=O)(=O)c2ccc(F)c(Cl)c2)c1	-7	4
COC(=O)c1sc(N2C(=O)c3oc4ccccc4c(=O)c3C2c2cccs2)nc1C (stereo not drawn)	13	-15
COc1cc(C=NNC(=S)Nc2ccc(S(=O)(=O)N3CCCCC3)cc2)cc(OC)c1OC	2	0
Cc1nc2ncnn2c(C)c1CCC(=O)NCCCN1CCN(c2cccc(Cl)c2)CC1	-24	-1
Oc1ccc[n+](CC(O)c2ccccc2)c1 (stereo not drawn)	-6	2
CNC[C@H](Cc1ccccc1)NC[C@@H](Cc1cccc2ccccc12)NCCc1ccc(C)cc1	138*	0.3*
O=C(C1=C(O)C(=O)N(CCCn2ccnc2)C1c1ccccc1)c1ccco1 (stereo not drawn)	-6	0
Nc1nc(C(=O)N2CCOCC2)nn1C(=O)c1ccc(Cl)cc1	-3	-16
CCn1nc(C)c(/C=N/NC(=O)c2ccoc2C)c1C	0	0
C=C(C)c1cccc(C(C)(C)NC(=O)N2CCCCC2CC)c1 (stereo not drawn)	14	5
Cc1cc(C2=NNC(=Nc3ccccc3)SC2)c(C)n1C	9	2
CCOC(=O)C(CC(=O)O)NCc1ccco1 (stereo not drawn)	-1	-5
Cc1cc2c(Nc3ccccc3)ncnc2s1	0	-2
Cc1ccccc1-n1cnc2c(sc3nc(N4CCOCC4)c4c(c32)CCCC4)c1=O	8	-4

High-throughput results: PubChem BioAssay, Sanford-Burnham Center for Chemical Genomics

The list is partial; rates above refer to the full screens.
